PERK inh – block of dimerizer-induced PERK translation repression, primary screen, PERK inhibitor project, CHO PERK-DD cells, SEAP luminescence, HTS; 220,000 compounds, 0.17% hits; Eukaryotic translation initiation factor 2-alpha kinase 3 (Homo sapiens), Q9NZJ5; CHO PERK-DD fusion, SEAP luminescence translation reporter; inhibition, % at 5.6 µM; AID 1416, 2008;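 active = inhibition above the mean inhibition of all tested compounds plus 3 SD, set separately per screening campaign, cut at about 2.9% in these data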;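 note: PERK kinase domain activated by AP20187 dimerizer at 100 nM; 0% = DMSO with dimerizer and 100% = rapamycin at 8.4 µM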
Target sequence (Q9NZJ5 whole entry, looked up, the tested form may be a part): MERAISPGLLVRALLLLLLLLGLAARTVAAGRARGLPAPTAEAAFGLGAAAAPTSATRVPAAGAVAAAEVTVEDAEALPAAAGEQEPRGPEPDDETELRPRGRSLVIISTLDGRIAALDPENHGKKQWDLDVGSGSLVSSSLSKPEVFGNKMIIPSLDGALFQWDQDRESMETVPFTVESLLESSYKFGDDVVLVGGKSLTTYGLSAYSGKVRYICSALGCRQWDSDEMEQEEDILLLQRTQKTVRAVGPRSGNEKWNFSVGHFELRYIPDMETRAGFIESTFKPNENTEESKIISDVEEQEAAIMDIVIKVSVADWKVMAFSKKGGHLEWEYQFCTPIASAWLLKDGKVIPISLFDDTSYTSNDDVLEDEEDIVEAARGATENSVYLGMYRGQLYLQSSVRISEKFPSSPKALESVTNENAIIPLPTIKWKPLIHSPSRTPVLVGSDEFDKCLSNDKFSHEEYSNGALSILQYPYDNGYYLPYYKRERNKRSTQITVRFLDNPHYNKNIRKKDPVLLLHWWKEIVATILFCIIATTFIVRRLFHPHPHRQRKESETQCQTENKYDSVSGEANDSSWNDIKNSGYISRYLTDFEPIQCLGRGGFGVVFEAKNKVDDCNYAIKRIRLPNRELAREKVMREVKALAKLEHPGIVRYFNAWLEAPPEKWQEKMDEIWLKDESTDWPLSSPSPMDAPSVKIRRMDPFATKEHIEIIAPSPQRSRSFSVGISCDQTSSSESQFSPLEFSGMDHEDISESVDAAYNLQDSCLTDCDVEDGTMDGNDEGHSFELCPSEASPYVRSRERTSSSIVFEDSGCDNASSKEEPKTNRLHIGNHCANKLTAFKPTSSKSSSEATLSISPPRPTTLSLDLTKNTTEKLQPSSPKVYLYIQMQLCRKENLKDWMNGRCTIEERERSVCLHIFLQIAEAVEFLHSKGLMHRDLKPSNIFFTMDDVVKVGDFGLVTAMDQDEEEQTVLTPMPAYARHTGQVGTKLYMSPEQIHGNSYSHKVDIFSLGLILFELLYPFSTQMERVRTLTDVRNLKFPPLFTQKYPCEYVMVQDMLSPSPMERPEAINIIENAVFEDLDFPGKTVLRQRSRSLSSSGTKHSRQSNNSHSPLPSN
Rad51 HR inh – human RAD51 strand exchange inhibitors, primary screen, biochemical, fluorescence. DNA repair protein RAD51 homolog 1 (Homo sapiens), Q06609. hRad51 DNA strand exchange, fluorescence dequenching. inhibition, % at 10 µM. 200,000 compounds, 0.085% hits. AID 1385, 2008;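 active = inhibition above 40% at the single screening dose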;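 note: 0% = DMSO control wells and 100% = blanks with heterologous ssDNA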
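Assay system: Human Rad51 nucleoprotein filaments preassembled on unlabelled ssDNA | Reagent: Donor/quencher-labelled 47-bp dsDNA substrate | Doses: One concentration, 10 µM final | Times: 37 °C 15-min filament assembly, 30-min compound preincubation, 15-min exchange | Technique: Fluorescein emission 520 nm, excitation 485 nm | Benchmarks: Plate control and blank wells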
FXIa inh – human FXIa protease inhibitors, primary screen, biochemical, 1536-well; inhibition, % at 5 µM; 220,000 compounds, 0.14% hits; purified FXIa, Boc-Glu-Ala-Arg-AMC fluorogenic substrate; Coagulation factor XI (Homo sapiens), P03951;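 active = inhibition of at least 40%; inactive = inhibition below 40%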;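 note: fluorescence of freed AMC excited at 355 nm; 0% = enzyme without compound and 100% = no enzyme blank; many of its hits are not listed in these tables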
Calpain2 inh – inhibitors of pig calpain II, primary screen, biochemical, fluorogenic peptide substrate, 1536-well; purified calpain II, 30 min; inhibition, % at 16 µM; 220,000 compounds, 0.37% hits; AID 1236, 2008;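 active = inhibition above about 50%, limit read from the data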
KCC2 mod – KCC2 cotransporter modulators, thallium flux, primary screen, cell-based, HEK293 KCC2, FluoZin-2 fluorescence, MLSMR; Solute carrier family 12 member 5 (Homo sapiens), Q9H2X9; B-score of Tl+ flux slope (higher = more flux/activation; lower = inhibition) at 10 µM; 190,000 compounds, 2.2% hits; AID 1456, 2008; KCC2 cells, thallium flux FluoZin-2 fluorescence;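 active = thallium flux slope and its plate-corrected score both differing from the plate sample mean at a set confidence after two filtering rounds, in either direction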;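 note: slope of fluorescence scaled to starting intensity during 10 to 20 s after thallium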
Furin inhibitor – human furin inhibitors, primary screen, biochemical, fluorescence intensity. purified furin, fluorogenic substrate cleavage. inhibition, % at 30 µM. 220,000 compounds, 0.061% hits. AID 463115, 2010; in the data active = inhibition above about 25%; note: inactives centre near -15
FXIIa inh 1536 – human FXIIa protease inhibitors, primary screen, biochemical, 1536-well; Coagulation factor XII (Homo sapiens), P00748; purified FXIIa, Boc-QGR-AMC fluorogenic substrate, 2 h; inhibition, % at 5 µM; 220,000 compounds, 0.3% hits; AID 800, 2007; in the data active = inhibition above about 40%;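 note: 0% = enzyme with no compound and 100% = blank without enzyme; many of its hits are not listed in these tables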
Thrombin inh – human alpha-thrombin inhibitors, primary screen, counter-screen for coagulation protease inhibitor project, biochemical, 1536-well, fluorogenic AMC substrate; inhibition, % at 5 µM; AID 1046, 2008; Boc-VPR-AMC fluorogenic substrate cleavage; 220,000 compounds, 0.26% hits;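 active = inhibition at or above 40%; inactive = inhibition below 40%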;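 note: 0% = enzyme with no compound and 100% = wells without enzyme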
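System: Human alpha-thrombin protein | Medium: pH 7.5 Tris (50 mM) with NaCl 150 mM, Tween 20 0.05% | Times: Enzyme reaction carried out at room temperature | Detection: AMC fluorescence, 355/460 nm | Evaluation: Percent inhibition scaled between no-compound controls and no-enzyme blanks | Benchmarks: Enzyme without compound as high, wells lacking enzyme as low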
hK5 inh – human KLK5 protease inhibitors, primary screen, biochemical, 1536-well | 210,000 compounds, 0.59% hits | recombinant hK5, fluorogenic AMC substrate cleavage | inhibition, % at 5 µM | Kallikrein-5 (Homo sapiens), Q9Y337;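 active = inhibition of 40% or more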;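 note: 0% = enzyme controls without compound and 100% = no-enzyme blanks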
* hit, by the source's call; i = inactive; . = no result given; [ ] = dose if it differs, or a comment. Some of the compounds tested; rates above refer to the full screens.

SMILES	PERK inh	Rad51 HR inh	FXIa inh	Calpain2 inh	KCC2 mod	Furin inhibitor	FXIIa inh 1536	Thrombin inh	hK5 inh
COc1cccc(C(C(=O)NC2CCCCC2)N(C(=O)c2ccccn2)c2cccnc2)c1 (centres undefined)	0.8	-3	-5	-9	0.49	-14	6	-11	-6
c1ccc(CN2CCN(Cc3cn4cccnc4n3)CC2)cc1	1.0	20	-4	-81	0.78	-31	2	5	-4
CCOC(=O)N1CCN(C(=O)C(=O)NNC(=O)COc2ccc(Cl)c(C)c2)CC1	1.2	5	6	16	0.054	-21	15	0	5
CCC(C)(C)NC(=O)C(c1ccccc1)N(Cc1cccnc1)C(=O)c1csnn1 (centres undefined)	-0.9	-8	-2	-17	1.2	-17[20 µM]	8	-4	-8
Cc1ccnc(NC(=O)CCC(=O)N(CC(=O)NC(C)(C)C)c2ccc3c(c2)OCCO3)c1	-0.5	.	-6	0	0.029	-22	1	-10	-2
CC(C)c1ccc(S(=O)(=O)N2CCCCC2)cc1	0.7	36	-6	16	-0.44	-18	6	-4	-12
CN(C)C/C=C/C(O)(c1ccccc1)c1ccccc1	2.1	-9	-2	3	-0.99	-16	8	-2	-1
CCOc1cc(C(=O)Nc2ncn[nH]2)cc(OCC)c1OCC	0.0	-7	1	1	1.4	-32	11	-1	1
CC(C)(C)c1ccc(OC(=O)c2ccc3snnc3c2)cc1	1.5	8	4	-15	0.014	-19	3	-3	-14
COc1cccc(NC(=O)c2cccc(OC)c2OC)c1	0.3	1	-4	5	0.68	-18[20 µM]	-5	-10	1
N=C1C(c2nc3ccccc3s2)=C(O)CN1C1CCCCC1	0.5	1	-1	-43	0.31	-26	3	-11	-2
Cc1sc(NC(=O)C2C3CCC(C3)C2C(=O)O)c(C(N)=O)c1-c1ccc(C(C)(C)C)cc1 (centres undefined)	-0.6	1	-7	-21	-3.7	-10	9	4	-11

4 compounds picked at random from those above, as already listed:
SMILES	PERK inh	Rad51 HR inh	FXIa inh	Calpain2 inh	KCC2 mod	Furin inhibitor	FXIIa inh 1536	Thrombin inh	hK5 inh
CC(C)c1ccc(S(=O)(=O)N2CCCCC2)cc1	0.7	36	-6	16	-0.44	-18	6	-4	-12
c1ccc(CN2CCN(Cc3cn4cccnc4n3)CC2)cc1	1.0	20	-4	-81	0.78	-31	2	5	-4
Cc1sc(NC(=O)C2C3CCC(C3)C2C(=O)O)c(C(N)=O)c1-c1ccc(C(C)(C)C)cc1 (centres undefined)	-0.6	1	-7	-21	-3.7	-10	9	4	-11
COc1cccc(C(C(=O)NC2CCCCC2)N(C(=O)c2ccccn2)c2cccnc2)c1 (centres undefined)	0.8	-3	-5	-9	0.49	-14	6	-11	-6

Further entries
SMILES	PERK inh	Rad51 HR inh	FXIa inh	Calpain2 inh	KCC2 mod	Furin inhibitor	FXIIa inh 1536	Thrombin inh	hK5 inh
O=C(Nc1ccc2[nH]ccc2c1)c1ccccc1	1.4	-10	-5	-2	1.2	-8	9	-2	1
Cc1cc(NC(=O)CSCC(=O)N(c2ccc(F)cc2)C(C(=O)NC2CCCCC2)c2ccc(O)c(O)c2)no1 (centres undefined)	1.2	10	12	-7	0.34	-7	16	3	-21
CCCc1nc(NC(=O)c2ccccc2)nc(NC(=O)c2ccccc2)n1	-0.3	-7	0	27	-0.084	-7	9	1	-3
Nc1ncnc(Nc2cccc(F)c2)n1	0.9	20	17	-14	-0.079	-21	1	-1	1
O=C(CSc1ccc(-c2ccccn2)nn1)c1ccc([N+](=O)[O-])cc1	-0.2	-6	-4	7	-1.5	-20	5	-10	-6
O=C1CCC2(CC1)NC(=O)N(c1ccccc1)N2	0.5	2	-1	-19	.	-9	6	-6	2
CC(C)CC(NC(N)=O)C(=O)NCCc1ccc(Cl)cc1 (centres undefined)	-0.4	5	-6	12	-0.0053	-17	5	6	-3
COc1ccc(OCCOCC(O)CN2CCOCC2)cc1 (centres undefined)	1.4	3	6	-12	-0.46	-22	12	4	-9
CC(=O)NC1CC2CCCC(C1)N2C(=O)Nc1ccccc1 (centres undefined)	0.8	0	2	-13	0.16	-13[20 µM]	13	5	-8
Cc1ccc([N+](=O)[O-])cc1NC(=O)CCCOc1ccccc1	0.9	2	-9	17	.	-18[20 µM]	-7	-10	-8
Cc1ccsc1/C=C1/SC(N2CCOCC2)=NC1=O	0.3	8	4	16	0.09	-7	17	1	5
CC(=O)N(c1ccccc1)C1SC(=O)N(c2ccccc2)C1=O (centres undefined)	-0.1	1	-1	25	.	-18	9	-5	-222
COc1ccc(NC(=O)CC2CCCCC2)cc1OC	-0.6	0	-1	6	0.052	-12[20 µM]	-6	2	12
O=c1c2cc(NC(=S)NCCN3CCCCCC3)ccc2nc2n1CCCCC2	0.3	15	1	-8	0.0099	-27	7	3	3
O=c1c2ccc([N+](=O)[O-])cc2ncn1CCOc1ccc(Cl)cc1	-0.3	32	-3	14	-1.8	-23	3	1	-6
COc1ccc(NC(=O)c2cc3n(n2)C(C(F)(F)F)CC(c2ccc(OC)cc2)N3)cc1 (centres undefined)	-0.9	4	7	-21	0.1	-12[20 µM]	6	-22	3
COc1cc(NC(=O)C2CC(=O)NC3=C2C(=O)CCC3)cc(OC)c1 (centres undefined)	1.5	-1	-5	-8	-0.65	-5[20 µM]	5	-2	-7
FC(F)(F)c1cnc2c(-c3ccccc3)n[nH]c2c1	1.3	3	11	-97	.	-32	6	-3	1
NNC(=O)c1ccc(COc2ccc3c(c2)CCC3)cc1	-0.1	7	4	19	-0.14	-17	9	-9	-6
O=c1[nH]c2ccccc2n2c(-c3ccncc3)nnc12	-0.8	4	-6	-6	0.47	-15[20 µM]	4	-7	6
O=[N+]([O-])C(=c1ccc2c(c1)N1C3=C(CCCC3)CC3CCCCC31N=2)[N+](=O)[O-] (centres undefined)	1.1	-20	-1	-12	-0.051	-10	8	0	-1
Cc1c(-c2cc(C(=O)O)on2)cnn1C	1.3	-7	-1	0	0.69	-28	-2	-12	-5
Cc1cc(-c2ccccc2)n2nc(N)nc2n1	0.8	1	-1	-121	0.0026	-29	3	-4	0
O=C(O)CCn1c(=O)[nH]c2ccccc2c1=O	1.8	-3	2	-14	.	-32	12	1	-4
Cc1[nH]c2ccccc2c1-c1csc(NC(=O)CSCCO)n1	0.2	-3	4	16	-1.7	-26	4	-2	0
O=C(CCc1ccccc1)N1CCN(c2ccc([N+](=O)[O-])cc2)CC1	-0.6	.	4	8	-2	2	11	2	5
COc1ccc(OCC(=O)N2N=C(C)CC2(O)C(F)(F)F)cc1 (centres undefined)	1.3	2	-1	13	0.19	-28	7	0	1
COc1ccc(/C=[N+](\[O-])C2N(c3ccccc3)C(=S)SC2(C)C)cc1OC (centres undefined)	0.3	-3	-3	11	0.13	-12	3	1	-7
CCn1c(COc2ccccc2)nnc1SCC(=O)c1cccc([N+](=O)[O-])c1	-0.6	6	3	1	.	-19[20 µM]	10	-2	-12
COC(=O)C1=C(C)NC(C)=C(C(=O)OC)C1C(=O)OC(C)C(=O)c1ccccc1 (centres undefined)	1.3	3	-5	-16	0.0075	-18	4	-11	-4
COc1cc(NC(=O)CCc2c(C)nc3nc(C)nn3c2C)cc(OC)c1	0.1	2	2	-15	.	-22[20 µM]	17	2	0
Fc1ccc(NC(=S)Nc2ccc3nccnc3c2)cc1	-0.1	-3	0	-15	-0.0099	-11	7	-1	8
Cc1ccccc1C(=O)Nc1c2c(nc3ccccc13)CCCC2	-0.7	-1	0	0	0.99	-16	7	-7	-9
COc1ccc(-c2c(C)n([O-])c3c([n+]2=O)CCCCC3)cc1OC	0.4	-2	-5	-24	-0.24	-30	.	-5	-1
CCn1ccc(C(=O)Nc2ccc(S(=O)(=O)Nc3ccccc3OC)cc2)n1	-1.2	9	6	7	.	-20[20 µM]	0	-8	-19
Cc1cc(OCc2ccc(C(=O)NN=C3CCCC3)cc2)ccc1Cl	0.1	11	9	10	-0.38	-14	10	-2	-19
COc1ccc(NC(=O)c2ncn[nH]2)cc1	2.0	-1	1	-17	0.99	-13[20 µM]	8	2	-12
C/C(=N/Nc1ccc(Cl)cc1)c1cnnc(-c2ccccc2)n1	1.0	-5	2	17	0.6	-2	9	.	-2
COC(=O)c1nnn(-c2nc(N3CCOCC3)nc(N3CCOCC3)n2)c1C	-0.2	-4	-5	6	-0.47	-18	4	0	-8
CC(C)Cn1c(=S)[nH]c2cc(C(=O)O)ccc2c1=O	-0.1	-10	2	11	0.86	-6	9	-3	3
CCOC(=O)c1[nH]c2ccccc2c1NC(=O)COC	1.0	3	-2	-30	.	-31	8	-2	-3
C=CCn1c(SCC(=O)N2CCN(c3ccccc3)CC2)nnc1-c1ccco1	-2.0	-2	-1	-4	.	5[20 µM]	4	-3	-3
COc1ccc(CC(=O)NNc2ncnc3c2cnn3-c2ccccc2)cc1	-0.1	-8	6	-2	-0.66	-20	7	-7	-1
CCOc1ccc(NC(=O)c2cc(Cl)nc3ccccc23)cc1	0.6	.	-3	-17	-0.18	-20	2	-9	-5
CN1CCN(c2ccc(Cl)cc2NC(=O)c2ccc([N+](=O)[O-])cc2)CC1	0.3	-24	0	-12	0.33	-21	13	1	1
CC(C)COc1ccc(C(=O)NC(CC(C)C)C(=O)O)cc1 (centres undefined)	0.5	-2	-1	-37	1.8	-29	-2	0	1
CCCn1c(C)cc(/C=C(\C#N)C(=O)OCC(=O)NC(=O)NC(C)(C)C)c1C	-0.6	-2	-4	-17	0.27	-20[20 µM]	-4	-5	4
CCn1cc(C(=O)NCC2CCCO2)c(=O)c2cc(S(=O)(=O)N(C)C3CCCCC3)ccc21 (centres undefined)	-0.6	-7	-6	7	-1.7	-11	2	6	5
O=C(COC(=O)CC12CC3CC(CC(Br)(C3)C1)C2)NC(=O)NCc1ccco1	-0.6	1	8	-4	0.0052	-11[20 µM]	23	5	2
O=C(Cn1cnc2c(nnn2Cc2ccc(Cl)cc2)c1=O)N1CCN(c2ccccc2)CC1	0.1	1	1	40	-3.9*	-10	4	-2	-3
Cc1ccc(NC(=O)NC(=O)COc2ccc(Cl)cc2Cl)c(C)c1	0.1	3	-16	29	0.83	-11	-11	27	0
O=c1cc(CN2CCc3ccccc3C2)nc2sccn12	1.2	4	-4	3	0.57	2	3	2	-9
CCN(Cc1ccncc1)Cc1nc(Cc2ccccc2Cl)no1	0.7	-6	0	18	-0.078	-38	8	1	.
CCCCc1cc(=O)oc2cc(C)cc(OCc3nn[nH]n3)c12	-0.4	-3	5	i	0.9	-15	6	1	-1
